Mtb BioA inh = M. tuberculosis BioA enzyme inhibitors, primary screen, biochemical, plate reader, single point, HTS; purified M. tuberculosis BioA enzyme; inhibition, % at 9.99 µM; hit rate 0.096% among 360,000; 7,8-diaminopelargonic acid synthase BioA (Mycobacterium tuberculosis); AID 602481, 2012; in the data active = inhibition above about 40%
Starred values were filed as active, the others as inactive.

SMILES | Mtb BioA inh
COc1cccc(-c2ccc([C@H]3[C@@H](CO)N(C(=O)c4ccccn4)[C@H]3C#N)cc2)c1 | 0.7
O=C(C[C@H]1C[C@@H]2c3cc(NC(=O)C4CCOCC4)ccc3O[C@@H]2[C@@H](CO)O1)NCc1ccccc1 | -0.3
C[C@@H]1CN([C@@H](C)CO)S(=O)(=O)c2ccc(C#CC3CCCCC3)cc2O[C@H]1CN(C)C | -1.0
CNC(=O)C[C@@H]1CC[C@@H]2[C@H](COC[C@H](O)CN2Cc2ccncc2)O1 | 0.2
COc1ccc(CN(C)C[C@H]2OCCCC[C@H](C)Oc3ccc(NS(=O)(=O)c4ccc(OC)cc4)cc3C(=O)N([C@H](C)CO)C[C@@H]2C)cc1 | 3.9
C[C@H](CO)N1C[C@H](C)[C@H](CN(C)S(=O)(=O)c2ccccc2)Oc2ccc(NS(=O)(=O)c3ccc(F)cc3)cc2CC1=O | 1.9
C[C@@H]1CN([C@@H](C)CO)C(=O)Cc2cc(NC(=O)Nc3ccc4c(c3)OCO4)ccc2O[C@@H]1CN(C)Cc1ccc2c(c1)OCO2 | -0.9
C/C=C/c1cnc2c(c1)C(=O)N([C@@H](C)CO)C[C@H](C)[C@@H](CN(C)Cc1ccccc1)O2 | -1.9
C[C@H]1CN([C@@H](C)CO)S(=O)(=O)c2ccc(C#CC(C)(C)O)cc2O[C@H]1CN(C)C | -2.3
C[C@H](NC(=O)C[C@@H]1C[C@@H]2c3cc(NS(C)(=O)=O)ccc3O[C@@H]2[C@H](CO)O1)c1ccccc1 | -2.1
CC(C)C(=O)Nc1ccc2c(c1)C(=O)N(C)[C@H]1CC[C@@H](CC(=O)NCc3cccc(F)c3)O[C@@H]1CO2 | -5.1
COCCNC(=O)C[C@H]1C[C@@H]2c3cc(NC(=O)Nc4ccc(F)cc4)ccc3O[C@@H]2[C@H](CO)O1 | -1.9
COc1cccc(CNC(=O)C[C@@H]2C=C[C@H](NS(=O)(=O)c3ccccc3OC)[C@H](CO)O2)c1 | 3.9
C[C@H](CO)N1C[C@H](C)[C@@H](CN(C)C)Oc2ncc(C#Cc3cccnc3)cc2C1=O | 11.3
COc1ccc(S(=O)(=O)N(C)C[C@@H]2Oc3ccc(NC(=O)Nc4c(C)noc4C)cc3C(=O)N([C@H](C)CO)C[C@H]2C)cc1 | 2.4
O=C(C[C@H]1CC[C@H](NC(=O)c2cccnc2)[C@H](CO)O1)NCc1ccncn1 | 1.0
C[C@H](CO)N1C[C@H](C)[C@H](CN(C)Cc2ccncc2)Oc2ccc(NS(=O)(=O)c3ccccc3)cc2CC1=O | 0.7
CN1[C@@H]2Cn3c(ccc(/C=C/c4ccccc4)c3=O)[C@H]1[C@@H](C(=O)NC1Cc3ccccc3C1)[C@@H]2CO | 2.0
C[C@@H]1CN([C@H](C)CO)C(=O)Cc2cc(NS(=O)(=O)c3cccs3)ccc2O[C@H]1CN(C)S(=O)(=O)c1ccc(F)cc1 | -0.5
O=C(Nc1cc(F)ccc1F)N1CCCCN2[C@@H](CO)[C@@H](c3ccc(-c4cncnc4)cc3)[C@@H]2C1 | 1.0
CO[C@H]1CN(C)C(=O)c2ccc(NC(=O)C3CCC3)cc2OC[C@@H](C)N(Cc2nccs2)C[C@H]1C | 4.5
C[C@H]1CCCCO[C@@H](CN(C)S(=O)(=O)c2cn(C)cn2)[C@@H](C)CN([C@@H](C)CO)C(=O)c2cc(NC(=O)Nc3ccc(C(F)(F)F)cc3)ccc2O1 | -3.9
CC=Cc1ccc2n(c1=O)C[C@H]1[C@H](CO)[C@@H](C(=O)N(C)C)[C@@H]2N1C(=O)c1ccc(F)cc1 (mixture of isomers) | -3.8
C[C@@H]1CN([C@@H](C)CO)C(=O)c2cccc(NC(=O)NC3CCCCC3)c2O[C@H]1CN(C)S(=O)(=O)c1ccc(Cl)cc1 | -1.4
C[C@@H]1CN([C@@H](C)CO)C(=O)c2cc(-c3cccnc3)cnc2O[C@H]1CN(C)C(=O)NC1CCCC1 | 1.7

Later entries.
SMILES | Mtb BioA inh
C[C@H]1CCCCO[C@@H](CN(C)C(=O)CCCN(C)C)[C@@H](C)CN([C@@H](C)CO)C(=O)c2cc(NS(=O)(=O)c3ccccc3)ccc2O1 | 2.6
O=C(O)C[C@@H]1CC[C@H](NC(=O)Nc2ccccc2)[C@@H](CO)O1 | -5.2
Cc1cccc(S(=O)(=O)N2CC[C@H]3[C@H](CO)Nc4ccc(C#Cc5ccc(F)cc5)cc4[C@H]32)c1 | 0.5
C[C@H]1CN([C@@H](C)CO)C(=O)c2cc(C#CC3CCCCC3)cnc2O[C@H]1CN(C)C(=O)NC1CCCC1 | -1.2
Cc1ccc(-c2ccc3c(c2)O[C@@H](CN(C)Cc2ccccn2)[C@@H](C)CN([C@H](C)CO)S3(=O)=O)cc1 | 0.7
CCCc1cn(CC[C@@H]2CC[C@H](NC(=O)C3CCCCC3)[C@H](CO)O2)nn1 | -0.7
CNC(=O)C[C@H]1CC[C@H]2[C@@H](COc3ccc(NC(=O)Nc4cccc(Cl)c4)cc3C(=O)N2C)O1 | 12.3
CO[C@H]1CN(C)C(=O)c2ccc(NC(=O)Nc3ccc(Cl)cc3)cc2OC[C@@H](C)N(C(=O)Nc2c(C)noc2C)C[C@H]1C | 0.9
CC(C)CC#Cc1cnc2c(c1)C(=O)N([C@H](C)CO)C[C@@H](C)[C@@H](CN(C)C(=O)c1cnccn1)O2 | -2.2
O=C(C[C@H]1CC[C@@H](NS(=O)(=O)c2cccc(F)c2)[C@@H](CO)O1)NCc1ccc2c(c1)OCO2 | -2.1
CCN1[C@@H]2c3ccc(-c4ccc(C(=O)N(C)C)cc4)c(=O)n3C[C@@H]2[C@@H](CO)[C@@H]1C(=O)NCCOC | 1.2
CCNC(=O)C[C@H]1CC[C@H]2[C@@H](COc3ccc(NC(=O)Nc4cccc(C#N)c4)cc3C(=O)N2C)O1 | -0.7
CCS(=O)(=O)N1[C@H](C#N)[C@H](c2ccc(C#CC(C)C)cc2)[C@@H]1CO | -0.6
C[C@H](NC(=O)C[C@H]1CC[C@@H]2[C@H](COC[C@H](O)CN2C(=O)Nc2ccccc2)O1)c1ccccc1 | -0.2
COc1ccc(S(=O)(=O)Nc2ccc3c(c2)C(=O)N([C@@H](C)CO)C[C@@H](C)[C@@H](CN(C)S(=O)(=O)c2ccc(OC)cc2)OCCCC[C@@H](C)O3)cc1 | -3.8
Cc1noc(C)c1S(=O)(=O)Nc1ccc2c(c1)C(=O)N([C@@H](C)CO)C[C@@H](C)[C@@H](CN(C)S(=O)(=O)c1ccc(F)cc1)OCCCC[C@@H](C)O2 | 1.6
CO[C@@H]1CN(C)C(=O)c2cc(NS(=O)(=O)c3ccccc3)ccc2OC[C@H](C)N(C(=O)NC(C)C)C[C@@H]1C | -1.1
COc1cccc(S(=O)(=O)N2C[C@H](O)COC[C@@H]3O[C@H](CC(=O)Nc4ccccc4)CC[C@H]32)c1 | 0.8
C[C@H](CO)N1C[C@H](C)[C@H](CN(C)Cc2cccnc2)Oc2cc(C3=CCCC3)ccc2S1(=O)=O | -1.2
CC=Cc1ccc2n(c1=O)C[C@@H]1[C@@H](CO)[C@H](C(=O)NCC)N(Cc3cccc(F)c3)[C@H]21 (mixture of isomers) | 0.2
C[C@@H]1CCCCO[C@H](CN(C)Cc2ccccc2)[C@@H](C)CN([C@@H](C)CO)C(=O)c2cc(NC(=O)Nc3ccccc3)ccc2O1 | 0.4
C[C@@H]1CN([C@@H](C)CO)C(=O)c2c(c3ccccc3n2C)-c2ccccc2CO[C@H]1CN(C)C | 0.4
CC(C)NC(=O)Nc1ccc2c(c1)CC(=O)N([C@@H](C)CO)C[C@@H](C)[C@@H](CN(C)S(=O)(=O)c1ccc(F)cc1)O2 | -1.4
CN(C)C(=O)c1cccc(-c2ccc3c(c2)[C@H]2[C@H](CCN2C(=O)C2CC2)[C@@H](CO)N3)c1 | -5.5
O=C(N[C@H]1CC[C@H](CCNS(=O)(=O)c2ccc(F)cc2)O[C@H]1CO)C1CCOCC1 | -0.2

In another format: entries from further up
| molecule | Mtb BioA inh |
| --- | --- |
| O=C(O)C[C@@H]1CC[C@H](NC(=O)Nc2ccccc2)[C@@H](CO)O1 | -5.2 |
| O=C(C[C@H]1CC[C@@H](NS(=O)(=O)c2cccc(F)c2)[C@@H](CO)O1)NCc1ccc2c(c1)OCO2 | -2.1 |
| CCNC(=O)C[C@H]1CC[C@H]2[C@@H](COc3ccc(NC(=O)Nc4cccc(C#N)c4)cc3C(=O)N2C)O1 | -0.7 |
| C[C@@H]1CCCCO[C@H](CN(C)Cc2ccccc2)[C@@H](C)CN([C@@H](C)CO)C(=O)c2cc(NC(=O)Nc3ccccc3)ccc2O1 | 0.4 |
| Cc1ccc(-c2ccc3c(c2)O[C@@H](CN(C)Cc2ccccn2)[C@@H](C)CN([C@H](C)CO)S3(=O)=O)cc1 | 0.7 |

In the list so far, four have two or more sulfur atoms:
SMILES | Mtb BioA inh
C[C@H](CO)N1C[C@H](C)[C@H](CN(C)S(=O)(=O)c2ccccc2)Oc2ccc(NS(=O)(=O)c3ccc(F)cc3)cc2CC1=O | 1.9
C[C@@H]1CN([C@H](C)CO)C(=O)Cc2cc(NS(=O)(=O)c3cccs3)ccc2O[C@H]1CN(C)S(=O)(=O)c1ccc(F)cc1 | -0.5
COc1ccc(S(=O)(=O)Nc2ccc3c(c2)C(=O)N([C@@H](C)CO)C[C@@H](C)[C@@H](CN(C)S(=O)(=O)c2ccc(OC)cc2)OCCCC[C@@H](C)O3)cc1 | -3.8
Cc1noc(C)c1S(=O)(=O)Nc1ccc2c(c1)C(=O)N([C@@H](C)CO)C[C@@H](C)[C@@H](CN(C)S(=O)(=O)c1ccc(F)cc1)OCCCC[C@@H](C)O2 | 1.6

Next results
SMILES | Mtb BioA inh
O=C(c1ccncc1)N1C[C@@H]2[C@H](c3ccccc31)[C@@H](CO)N2C(=O)c1ccncc1 | -3.2
C[C@H]1CCCCO[C@H](CN(C)S(=O)(=O)c2ccc(Cl)cc2)[C@@H](C)CN([C@@H](C)CO)C(=O)c2cc(NC(=O)Nc3ccc(C(F)(F)F)cc3)ccc2O1 | -3.9
CO[C@@H]1CC[C@H]2CCOc3c(C#N)cccc3C(=O)N(C)C[C@H](c3ccccc3)CC(=O)N(C)C[C@@H]1O2 | 1.1
C[C@H]1CCCCO[C@@H](CN(C)S(=O)(=O)c2ccccc2)[C@@H](C)CN([C@@H](C)CO)C(=O)c2cc(N(C)C)ccc2O1 | -0.8
C[C@@H]1CN([C@@H](C)CO)C(=O)Cc2cc(NS(=O)(=O)c3cn(C)cn3)ccc2O[C@H]1CN(C)C(=O)NC1CCCCC1 | -0.1
COCCOC(=O)N1C(=O)[C@@]2(c3ccccc31)[C@H](C(=O)N1CCN(c3ncccn3)CC1)[C@H]1C(=O)O[C@H](c3ccccc3)[C@H](c3ccccc3)N1[C@@H]2c1ccc(O)cc1 | 0.7
Cc1noc(C)c1NC(=O)Nc1ccc2c(c1)CC(=O)N([C@H](C)CO)C[C@@H](C)[C@H](CN(C)CC1CC1)O2 | -0.8
C[C@H](CO)N1C[C@H](C)[C@@H](CN(C)C)Oc2c(NC(=O)Nc3ccc(F)cc3)cccc2C1=O | -0.1
C[C@@H]1CCCCO[C@@H](CN(C)C(=O)Nc2ccccc2)[C@@H](C)CN([C@@H](C)CO)C(=O)c2cc(NC(=O)Cc3ccccc3)ccc2O1 | -0.2
CC(=O)N(C)C[C@H]1Oc2cc(-c3ccc(F)cc3)ccc2S(=O)(=O)N([C@H](C)CO)C[C@H]1C | 0.2
Cc1ccc(S(=O)(=O)N[C@@H]2C=C[C@H](CC(=O)NCc3ccc(Cl)c(Cl)c3)O[C@H]2CO)cc1 | -0.7
O=C(Nc1cc(F)ccc1F)N[C@@H]1CC[C@@H](CCNC(=O)c2cnccn2)O[C@@H]1CO | 1.7
C[C@H](CO)N1C[C@H](C)[C@@H](CN(C)C(=O)c2ccccc2)OCCCC[C@H](C)Oc2ccc(NS(=O)(=O)c3cccs3)cc2C1=O | 1.8
C[C@H]1CN([C@@H](C)CO)C(=O)Cc2cc(NS(=O)(=O)c3ccc(Cl)cc3)ccc2O[C@H]1CN(C)S(=O)(=O)c1ccc(Cl)cc1 | 6.7
CC(C)NC(=O)N1C[C@H]2[C@@H](c3ccccc31)[C@H](CO)N2C(=O)NC(C)C | 1.8
C[C@@H]1CN([C@H](C)CO)C(=O)c2cc(C#C[C@@H](C)O)cnc2O[C@H]1CN(C)C(=O)Cc1ccccn1 | -2.9
COc1ccc(-c2cnc3c(c2)C(=O)N([C@H](C)CO)C[C@H](C)[C@H](CN(C)C(=O)Nc2ccc(F)cc2)O3)cc1 | 1.2
COCC(=O)N(C)C[C@H]1Oc2ncc(-c3cccc(OC)c3)cc2C(=O)N([C@@H](C)CO)C[C@@H]1C | -0.4
CNC[C@H]1Oc2c(NC(=O)Nc3ccc(OC)cc3)cccc2C(=O)N([C@@H](C)CO)C[C@H]1C | -1.0
O=C(CCN1CCCCC1)N[C@H]1CC[C@@H](CCNS(=O)(=O)c2ccc(F)cc2)O[C@H]1CO | -3.5
CNC[C@H]1OCCCC[C@@H](C)Oc2ccc(NS(=O)(=O)c3cn(C)cn3)cc2C(=O)N([C@@H](C)CO)C[C@@H]1C | -2.8
C[C@@H]1CCCCO[C@@H](CN(C)C(=O)Nc2cccc3ccccc23)[C@H](C)CN([C@@H](C)CO)C(=O)c2cc(NS(=O)(=O)c3cccs3)ccc2O1 | -0.2
COc1ccc(NC(=O)N[C@H]2C=C[C@H](CC(=O)NC3CCC3)O[C@@H]2CO)cc1 | 2.3
CO[C@@H]1CN(C)C(=O)c2ccc(NS(C)(=O)=O)cc2OC[C@@H](C)N(Cc2ccccn2)C[C@H]1C | -2.9
C[C@@H]1CN([C@@H](C)CO)S(=O)(=O)c2ccc(C#Cc3ccncc3)cc2O[C@H]1CN(C)C(=O)C1CC1 | 0.6
CC(C)NC(=O)Nc1cccc2c1O[C@@H](CN(C)S(=O)(=O)c1cn(C)cn1)[C@@H](C)CN([C@@H](C)CO)C2=O | -2.4
C[C@@H]1CN([C@H](C)CO)C(=O)c2cc(C#CC3CCCC3)cnc2O[C@@H]1CN(C)C(=O)C1CCC1 | -1.1
O=C(CC(F)(F)F)N1C[C@H]2[C@@H](c3ccccc31)[C@H](CO)N2C(=O)c1cccnc1 | -1.6

An excerpt; the hit share may differ from the screen's.
